Compound activity: PubChem, several laboratories
p97 ATPase inh: inhibitors of human p97 ATPase, primary screen, biochemical | inhibition, % at 8 µM | hit rate 0.42% among 220,000 | recombinant p97 ATPase, Kinase-Glo ATP luminescence, 3 h | Transitional endoplasmic reticulum ATPase (Homo sapiens), P55072; in the data active means inhibition above about 15%;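 further: 0% = DMSO vehicle and 100% = wells lacking enzyme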
Mdm2 ligase inh: MDM2-luciferase reporter signal enhancers, primary screen, MDM2 E3 ligase inhibitor project, cell-based, luminescence, 1536-well; cell-based MDM2 ubiquitination luciferase reporter, 2 h; 0 = plate control, 100 = twice control, blank-subtracted; signal enhancement, % at 5 µM; hit rate 0.11% among 210,000;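 active means signal enhancement of 30% or more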;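 further: luminescence tracks abundance of the self-degrading MDM2-luciferase fusion protein; higher signal means inhibition of MDM2 E3 ligase activity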
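Assay system: stable mammalian line carrying autodegrading MDM2–luciferase fusion reporter; amount: 2000 cells seeded into each well; buffer or medium: DMEM; benchmarks: plate control and blank wells; signal: luciferase luminescence; timing: 2 h compound exposure at 37 °C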
NPY1 pot ag: NPY-Y1 receptor potentiators or agonists, primary screen, cell-based; Neuropeptide Y receptor type 1 (Homo sapiens), P25929; NPY-Y1 expressing cells, potentiator/agonist activation; activation, % at 3.6 µM; hit rate 0.37% among 220,000; in the data active means activation above about 33%, passing the limit was not always enough;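 further: cells stimulated with NPY at EC10 then isoproterenol at EC100; 0% = low agonist plus stimulus and 100% = saturating agonist plus stimulus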
NPY-Y2 PAM-ag: NPY-Y2 potentiators or agonists, primary screen, cell-based; cells expressing NPY-Y2, potentiator/agonist read-out; activation, % at 3.6 µM; hit rate 0.45% among 220,000; AID 1359, 2008; in the data active means activation above about 27%;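 further: cells stimulated with NPY near EC25 plus isoproterenol at EC100; 0% = vehicle plus submaximal agonist and 100% = vehicle plus saturating agonist; some results beyond the cut were filed as inactive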
Runt-SMMHC FRET: inhibitors of RUNX1 Runt–CBFb-SMMHC binding, primary screen, biochemical, FRET, Cerulean-Runt, Venus-CBFb-SMMHC, uHTS. Runt-related transcription factor 1 (Homo sapiens) + Core-binding factor subunit beta …. Cerulean-Runt/Venus-CBFb-SMMHC FRET ratio 530/480, 1 h. inhibition, % at 20 µM. hit rate 0.74% among 220,000. AID 1434, 2008;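 active means mean inhibition across duplicate retests at 20 µM reaching about 50%, limit read from the data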;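 further: 0% = DMSO wells and 100% = wells with excess untagged CBFb-SMMHC; inhibitors lower the FRET ratio by blocking Runt binding to CBFb-SMMHC; some results filed as inactive read as strong as hits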
Hck Nef HTS: inhibitors of Nef-activated human Hck kinase, primary screen, biochemical, Z-Lyte FRET, 384-well, Hck-YEEI; Tyrosine-protein kinase HCK (Homo sapiens), P08631; Recombinant Hck-YEEI plus Nef, Z-Lyte FRET kinase assay; inhibition, % at 20 µM; hit rate 0.68% among 220,000; AID 463187, 2010;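 active means Hck-Nef kinase inhibition above about 50%, limit read from the data; inactive means inhibition below that limit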;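 further: 0% = DMSO with Hck plus Nef and 100% = Hck alone without Nef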
Target sequence (P08631 whole entry, looked up): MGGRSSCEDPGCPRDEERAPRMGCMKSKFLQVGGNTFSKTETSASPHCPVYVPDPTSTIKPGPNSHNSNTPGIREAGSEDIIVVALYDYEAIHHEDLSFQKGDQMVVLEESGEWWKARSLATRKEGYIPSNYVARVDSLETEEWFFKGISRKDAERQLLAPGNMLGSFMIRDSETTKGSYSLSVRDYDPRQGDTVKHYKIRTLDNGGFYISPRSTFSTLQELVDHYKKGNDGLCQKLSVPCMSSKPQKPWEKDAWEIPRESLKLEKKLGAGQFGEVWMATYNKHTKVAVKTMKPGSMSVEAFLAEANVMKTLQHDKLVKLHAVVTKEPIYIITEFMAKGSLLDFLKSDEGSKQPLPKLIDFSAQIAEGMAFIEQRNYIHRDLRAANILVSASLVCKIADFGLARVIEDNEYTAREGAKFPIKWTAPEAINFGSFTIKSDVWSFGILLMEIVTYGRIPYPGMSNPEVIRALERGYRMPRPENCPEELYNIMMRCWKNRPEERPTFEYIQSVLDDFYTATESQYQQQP
RBBP9 inhibitor: human RBBP9 inhibitors, primary screen, biochemical, fluorescence polarization, FP-Rh probe, HTS. hit rate 0.2% among 220,000. inhibition, % at 7.94 µM. Serine hydrolase RBBP9 (Homo sapiens), O75884. recombinant RBBP9;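 active means inhibition above the campaign mean of all tested compounds plus 3 SD, cut at about 14% in these data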;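 further: plate controls were DMSO wells with RBBP9 for no effect and wells lacking RBBP9 protein for full effect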
Target sequence (O75884 whole entry, looked up): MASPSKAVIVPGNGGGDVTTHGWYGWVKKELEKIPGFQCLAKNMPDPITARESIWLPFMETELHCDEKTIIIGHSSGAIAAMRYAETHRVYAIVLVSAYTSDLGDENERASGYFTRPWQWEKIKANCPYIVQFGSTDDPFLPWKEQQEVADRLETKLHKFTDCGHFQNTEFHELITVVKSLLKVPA
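Material: RBBP9 protein. Amount: RBBP9 at 2.5 µM in dispensed solution, before mixing. Schedule: 30 min then 45 min, 25 °C. Medium: Tris buffer pH 8.0, NaCl, Pluronic. Measured by: fluorescence polarization. Measure: percent inhibition from mP, scaled between DMSO and no-protein wells. Replication: one well per compound.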
Runt-CBFb FRET: inhibitors of RUNX1 Runt–CBFb binding, primary screen, biochemical, FRET, Cerulean-Runt, Venus-CBFb, uHTS; Cerulean-Runt/Venus-CBFb FRET ratio 530/480, 1 h; inhibition, % at 20 µM; hit rate 0.46% among 220,000;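 active means inhibition over about 50% at 20 µM in the single-dose screen, limit read from the data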;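 further: 0% = DMSO wells and 100% = excess unlabeled CBFb competitor control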
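Buffer or medium: Tris pH 7.5 buffer with BSA. Assay system: Cerulean-labeled Runt domain protein. Amount: each fluorescent fusion protein 100 nM. Read-out basis: loss of energy transfer signal. Incubation: 1 h compound exposure, room temperature. Probe or stimulus: Venus-CBFb binding partner, 100 nM. Detection: FRET, excitation 422 nm, emission at 530 and 480 nm.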
NPY Y1 blocker: NPY-Y1 receptor antagonists, primary screen, cell-based. HEK293-CNG Y1 cells, membrane potential fluorescence; NPY at EC95, then isoproterenol. inhibition, % at 3.6 µM. hit rate 1% among 200,000. AID 1040, 2008;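 active means inhibition above the campaign mean inhibition of all tested compounds plus 3 SD, cut at about 20% in these data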;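 further: 0% = DMSO wells given NPY plus isoproterenol and 100% = isoproterenol alone without NPY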
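Assay system: HEK293 cells with Y1 receptor plus CNG channel | Probe or stimulus: NPY (25 nM), isoproterenol (1 µM), Ro 20-1724 (25 µM) | Timing: Compound incubation 1 h at room temperature, readout 45 min post-stimulation | Measured by: Membrane-potential fluorescent dye readout | Benchmarks: High control isoproterenol alone, low control NPY with isoproterenol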
Active calls of the source: *; x = not tested or not shown.

item	smiles	p97 ATPase inh	Mdm2 ligase inh	NPY1 pot ag	NPY-Y2 PAM-ag	Runt-SMMHC FRET	Hck Nef HTS	RBBP9 inhibitor	Runt-CBFb FRET	NPY Y1 blocker
1	Cn1c(=O)c2c(nc(CN3CCC(C(N)=O)CC3)n2CCCc2ccccc2)n(C)c1=O	-2	-3	3	-9	0	0	-3	1	-1
2	Cc1nc2ccc(NC(=O)c3ccc(S(=O)(=O)N4CCOCC4)cc3)cc2s1	-4	1	-12	-19	-6	1	1	1	-5
3	Cc1cc(C)n(C(=O)CCNC(=O)c2ccccc2Cl)n1	0	-9	-15	3	9	7	-2	-1	-1
4	Cc1ccc(-n2c(=O)c(C#N)cc3c(=O)n4ccccc4nc32)cc1	8	-6	10	7	60*	94*	-1	19	2
5	CCOC(=O)N1CCN(c2ccc([N+](=O)[O-])cc2)CC1	-5	0	-2	-4	-5	-12	-10	-1	4
6	Cc1ccc(SCCC(=O)N2CCC(C)CC2)cc1	-6	-3	5	3	3	12	8	-2	3
7	O=C(CSc1nnc2c(Cl)cc(Cl)cn12)N1CCN(S(=O)(=O)c2ccccc2)CC1	2	-21	7	1	-52	-1	-1	-32	-1
8	Cc1ccc(NC(=O)CC2C(=O)N(Cc3ccccc3)C(=S)N2NC(=O)c2cccc(F)c2)c(C)c1 (centres undefined)	5	-11	-4	-1	7	-1	-6	0	-1
9	Cc1cccc(NC(=O)NCc2ccc3c(c2)cc(C)n3C)c1	6	-11	0	6	-34	0	-4	-6	-1
10	COc1cc(-c2cc3nc4ccccc4n3c(N)c2C#N)cc(OC)c1OC	3	x	-4	-26	15	50	0	7	x
11	OCCCNc1ncnc2c1[nH]c1ccccc12	10	-11	-11	-23	-6	11	6	2	x
12	O=C(Nc1ccc(NC(=O)c2ccco2)c(Cl)c1)c1ccccc1	1	4	7	-11	-1	16	-6	-1	4
13	Cc1ccc(S(=O)(=O)NNc2ccccc2)c(C)c1	4	-9	-6	5	33	-2	1	36	1
14	CC(=O)Nc1ccc(C(=O)Cn2nnc3ccccc3c2=O)cc1	4	-9	-18	6	3	0	-3	0	-6
15	Cc1ccc(/C(N)=N/OC(=O)c2ccc(Cl)cc2Cl)cc1	3	-13	4	2	-2	4	1	-3	1
16	N#CC1=C2Nc3ccccc3N2C(=O)NC1(c1ccccc1)C(F)(F)F (centres undefined)	4	-13	25	6	1	6	1	1	-6

Quoted at random: two compounds from above, in no set order.
item	smiles	p97 ATPase inh	Mdm2 ligase inh	NPY1 pot ag	NPY-Y2 PAM-ag	Runt-SMMHC FRET	Hck Nef HTS	RBBP9 inhibitor	Runt-CBFb FRET	NPY Y1 blocker
13	Cc1ccc(S(=O)(=O)NNc2ccccc2)c(C)c1	4	-9	-6	5	33	-2	1	36	1
11	OCCCNc1ncnc2c1[nH]c1ccccc12	10	-11	-11	-23	-6	11	6	2	x

New compounds follow.
item	smiles	p97 ATPase inh	Mdm2 ligase inh	NPY1 pot ag	NPY-Y2 PAM-ag	Runt-SMMHC FRET	Hck Nef HTS	RBBP9 inhibitor	Runt-CBFb FRET	NPY Y1 blocker
17	C/C(Cn1cnc([N+](=O)[O-])n1)=N\NC(=O)c1cccc(F)c1	0	10	-14	6	3	0	-9	0	1
18	Cc1ccc(C(=O)NCc2ccco2)cc1S(=O)(=O)Nc1cccc(Cl)c1	-1	-8	-18	-11	-8	1	2	2	5
19	Cn1nc(CC(=O)NCc2ccc(F)cc2)c2ccccc2c1=O	6	-7	-2	-13	-1	7	-5	1	-2
20	Cc1ccc2[nH]c(=O)c(COC(=O)c3cccs3)cc2c1	0	3	10	-4	2	5	3	0	-3
21	N#C/C(=C/c1ccc(N2CCCCC2)o1)C(=O)Nc1ccc(Cl)cc1	-1	-8	3	-11	-43	-1	-3	24	5
22	Cc1cc(=O)[nH]c(SCC(=O)OCc2ccccc2)c1C#N	8	-3	-18	-22	2	19	-5	2	4
23	Cc1[nH]n(-c2cccc(Cl)c2)c(=O)c1C=NCc1ccco1	5	-39	5	0	1	15	-3	-1	5
24	O=C(c1ccccc1NS(=O)(=O)c1cccc(C(F)(F)F)c1)N1CCc2ccccc21	-3	-11	-27	-4	-28	2	-9	-7	7
25	Cc1cc(C)n(-c2ccc(C(=O)Nc3cccc(S(=O)(=O)N4CCCC4)c3)cc2)n1	0	-22	-3	11	1	16	-6	-2	1
26	O=C(CNCc1ccco1)Nc1ccc(Oc2ccccc2)cc1	2	-15	1	-14	0	24	2	-2	3
27	CCCn1nc(C(=O)Nc2ccc(S(=O)(=O)Nc3nccs3)cc2)c2ccccc2c1=O	3	-3	-12	6	-7	4	-2	-2	6
28	N#Cc1c(N)n(CCOC(=O)c2cccc(Br)c2)c2nc3ccccc3nc12	-8	-17	-9	-6	51*	1	3	26	8
29	O=C(C[n+]1cc(-c2ccccc2)n2c1CCC2)Nc1nc(-c2ccccc2)cs1	7	-19	11	1	3	0	-4	-1	-3
30	O=C(NC(=S)NCCC1=CCCCC1)c1ccc(Br)o1	-1	-18	-27	-13	2	10	-6	0	9
31	Cn1c(=O)n(C)c2cc(/C=N/NC(=O)c3ccc(Cl)cc3)ccc21	2	-13	-3	-2	0	17	0	0	x
32	O=C(O)c1cncc(Br)c1	6	-9	11	3	-1	-5	4	-1	x

(list continues)
nr	Molecule	p97 ATPase inh	Mdm2 ligase inh	NPY1 pot ag	NPY-Y2 PAM-ag	Runt-SMMHC FRET	Hck Nef HTS	RBBP9 inhibitor	Runt-CBFb FRET	NPY Y1 blocker
33	Nc1nonc1-n1nnc(C(=O)N/N=C/c2ccccc2Cl)c1CSc1ccccc1	7	-11	-2	-15	-1	15	0	3	x
34	Cc1cc(-c2nc3ncccc3o2)ccc1NC(=S)NC(=O)c1ccco1	1	-3	-6	-9	-35	13	4	7	-1
35	Cc1ccc(CN2C(=O)C(C)(C)Oc3ccc(C(=O)N4CCCCC4)cc32)cc1	-4	-10	-11	-8	1	1	-1	-4	-3
36	Clc1cccc(Cl)c1-c1noc(CN2CCOCC2)n1	2	-17	-7	10	0	8	-2	-1	x
37	Cc1c([N+](=O)[O-])cc(S(=O)(=O)Nc2ccncc2)cc1[N+](=O)[O-]	5	13	2	-16	0	16	1	0	4
38	O=C(O)C(Cc1ccccc1)N1C(=O)/C(=C/c2cccs2)SC1=S (centres undefined)	-2	5	-18	-2	7	32	-3	12	19
39	Cc1ccc(Cl)cc1N1CCN(C(=O)CN(C2CCCCC2)S(C)(=O)=O)CC1	-9	-19	-11	-1	-1	-9	-3	0	1
40	CCOC(=O)c1cc(-c2ccncc2)nc2c1c(C)nn2C	0	-24	13	6	0	7	-5	-1	2
41	CC(=O)c1c(C(C)=O)c(C)n(NC(=O)c2ccccc2O)c1C	1	-25	1	20	1	3	-7	-2	0
42	COC(=O)c1ccc(N=NN2CCOCC2)cc1	5	-13	13	3	-1	3	-4	0	2
43	COC(=O)C1=C(C)Nc2ncnn2C1c1ccc(OC(=O)c2ccccc2)cc1 (centres undefined)	2	-7	27	-21	1	2	3	0	1
44	O=C(CSc1nnc(-c2ccco2)o1)NC1CCCCCC1	-1	-7	6	0	-2	-1	-10	-2	-2
45	Cc1cccc(NC(=O)Cc2coc3ccc4ccccc4c23)n1	-1	-20	2	-14	-11	-21	-5	2	1
46	Cc1ccc(S(=O)(=O)N/N=C/c2ccc3nccnc3c2)cc1	9	-10	-1	3	-2	26	-7	-1	x
47	COc1ccccc1-c1nnc2sc(-c3ccc(N(C)C)cc3)nn12	2	-8	-20	-18	40	20	-6	19	9

Molecules from the list above containing a furan ring, fused or not, in the order listed:
nr	Molecule	p97 ATPase inh	Mdm2 ligase inh	NPY1 pot ag	NPY-Y2 PAM-ag	Runt-SMMHC FRET	Hck Nef HTS	RBBP9 inhibitor	Runt-CBFb FRET	NPY Y1 blocker
12	O=C(Nc1ccc(NC(=O)c2ccco2)c(Cl)c1)c1ccccc1	1	4	7	-11	-1	16	-6	-1	4
18	Cc1ccc(C(=O)NCc2ccco2)cc1S(=O)(=O)Nc1cccc(Cl)c1	-1	-8	-18	-11	-8	1	2	2	5
21	N#C/C(=C/c1ccc(N2CCCCC2)o1)C(=O)Nc1ccc(Cl)cc1	-1	-8	3	-11	-43	-1	-3	24	5
23	Cc1[nH]n(-c2cccc(Cl)c2)c(=O)c1C=NCc1ccco1	5	-39	5	0	1	15	-3	-1	5
26	O=C(CNCc1ccco1)Nc1ccc(Oc2ccccc2)cc1	2	-15	1	-14	0	24	2	-2	3
30	O=C(NC(=S)NCCC1=CCCCC1)c1ccc(Br)o1	-1	-18	-27	-13	2	10	-6	0	9
34	Cc1cc(-c2nc3ncccc3o2)ccc1NC(=S)NC(=O)c1ccco1	1	-3	-6	-9	-35	13	4	7	-1
44	O=C(CSc1nnc(-c2ccco2)o1)NC1CCCCCC1	-1	-7	6	0	-2	-1	-10	-2	-2
45	Cc1cccc(NC(=O)Cc2coc3ccc4ccccc4c23)n1	-1	-20	2	-14	-11	-21	-5	2	1
